RGS12 GoLoco inh: qHTS Assay for Inhibitors of RGS12 GoLoco Motif Activity (Red Fluorophore); Gai1:RGS12 GoLoco peptide FP, rhodamine, 10 min; 0.44% of 230,000 active; Potency, µM (doses to about 61.6 µM), inactives show at the highest dose activity, negative = inhibition, hits mostly inhibitors; Guanine nucleotide-binding protein G(i) subunit alpha-1 (Homo sapiens), P63096; active = well fitted inhibition curve with a large enough effect, not every such curve was filed as active; inactive = no such curve, though single readings can be large or run the other way; note: nearly all actives have a fitted effect of over 30% in size; many of its hits are not listed in these tables
Target sequence (P63096 whole entry, looked up): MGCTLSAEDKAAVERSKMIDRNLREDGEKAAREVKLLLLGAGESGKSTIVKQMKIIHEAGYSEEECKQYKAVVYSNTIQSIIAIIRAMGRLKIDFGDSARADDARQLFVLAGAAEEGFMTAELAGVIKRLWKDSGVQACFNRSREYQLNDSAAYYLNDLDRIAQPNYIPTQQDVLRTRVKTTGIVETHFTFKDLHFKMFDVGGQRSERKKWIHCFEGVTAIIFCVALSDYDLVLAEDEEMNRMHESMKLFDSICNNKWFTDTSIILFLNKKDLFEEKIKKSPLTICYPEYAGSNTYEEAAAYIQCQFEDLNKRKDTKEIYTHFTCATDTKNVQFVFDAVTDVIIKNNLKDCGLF
TexasRed fluor: Total Fluorescence Counterscreen for Inhibitors of the Interaction of Thyroid Hormone Receptor and Steroid Receptor Coregulator 2; TRb/SRC2 Texas Red total fluorescence interference; Potency, µM (series often up to 106 µM), without a hit: top-dose fluorescence change, negative = quenching; 0.29% of 280,000 active; AID 1479, 2009; active = well fitted curve in either direction with a large enough effect; inconclusive = small, poorly fitted or top-dose-only effect
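Human TRb ligand-binding domain at 0.6 uM with 20 nM Texas Red SRC2 peptide in Tris buffer containing 1 uM T3 and 5% DMSO, incubated with compound 5 h at ambient temperature. Total fluorescence (555/632 nm) calculated as parallel + 2 × perpendicular.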
L3MBTL1 inh: qHTS Assay for the Inhibitors of L3MBTL1; AlphaScreen L3MBTL1–H3K9me1 peptide binding; Potency, µM (highest dose often 57.1 µM), inactives show at the highest dose activity, negative = inhibition, hits mostly inhibitors; 0.66% of 230,000 active; note: nearly all actives have a fitted effect of over 60% in size
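Displacement of a biotinylated histone H3(1-15) peptide monomethylated at Lys9 (75 nM) from L3MBTL1 (50 nM) was measured by AlphaScreen after a 30 min room-temperature compound incubation; cefsulodin titration served as intraplate control.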
GAA glycogen: qHTS Assay for Inhibitors and Activators of Human alpha-Glucosidase Cleavage of Glycogen; Potency, µM (top dose mostly 76.4 µM), inactives show at the top dose activity change, negative = inhibition, usual class: inhibitors; 0.38% of 300,000 active; recombinant GAA, glycogen substrate, Amplex Red glucose oxidase fluorescence;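 note: 0% = full enzyme reaction and -100% = no-enzyme basal signal; the screen sought inhibitors and activators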
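Recombinant human alpha-glucosidase (4 nM final) hydrolysed bovine liver glycogen (30 ug) for 40 min at 37 C in pH 5.0 citrate/phosphate with 0.01% Tween-20. Released glucose detected by glucose oxidase/Amplex Red, Ex 573/Em 610 nm. Compounds up to 77 uM; AC50 from Hill fits.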
GAA inh: qHTS Assay for Inhibitors of Human alpha-Glucosidase as a Potential Chaperone Treatment of Pompe Disease; purified human GAA, 4-MU-alpha-glucoside fluorescence; AID 1466, 2008; Lysosomal alpha-glucosidase (Homo sapiens), P10253; 0.005% of 200,000 active; Potency, µM (doses to about 76.9 µM), without a hit: at the highest dose activity change, negative = inhibition, actives largely listed as inhibitors;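 note: plate controls were uninhibited enzyme wells for no effect and no-enzyme background for full effect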
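Human alpha-glucosidase, 4 nM, pre-mixed with test compounds before 400 uM 4-methylumbelliferyl substrate; 20 min room temperature at pH 5.0. Fluorescence read after pH 10 stop; AC50 values from Hill-equation fits.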
TRb SRC2 PPI: qHTS for Inhibitors of the Interaction of Thyroid Hormone Receptor and Steroid Receptor Coregulator 2; 0.065% of 280,000 active; AID 1469, 2008; Potency, µM (titrated, usually from 106 µM), inactives show at the highest dose activity change, negative = inhibition, hits mostly inhibitors; Thyroid hormone receptor beta (Homo sapiens), P10828; TRbeta-SRC2 peptide binding, fluorescence polarization; receptor liganded with 1 µM T3;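 note: plate controls were bound peptide for no effect and peptide without receptor for full effect; nearly all actives have a fitted effect of over 50% in size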
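Polarization signal, normalized between peptide-alone and full complex controls, measured compound effects on T3-liganded human TRb LBD (0.6 uM) binding 20 nM Texas Red SRC2 peptide after 5 hr.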
aGlu spleen mod: qHTS Assay for Inhibitors and Activators of Human alpha-Glucosidase From Spleen Homogenate; Lysosomal alpha-glucosidase (Homo sapiens), P10253; AID 2112, 2009; human spleen homogenate, 4-MU-alpha-glucoside fluorescence; Potency, µM (series often up to 79.9 µM), for inactives: at the top dose activity change, negative = inhibition, usual class: inhibitors; 0.006% of 240,000 active;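 note: 0% = enzyme with vehicle and -100% = no enzyme basal signal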
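Compounds were titrated against alpha-glucosidase in spleen homogenate at pH 5.0, with 1 mM 4-methylumbelliferyl substrate for 40 min at 37 C. Reactions were quenched with pH 10 NaOH/glycine and fluorescence measured.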
RECQ1 inh: qHTS Assay for Inhibitors of RecQ-Like Dna Helicase 1 (RECQ1) | ATP-dependent DNA helicase Q1 (Homo sapiens), P46063 | RECQ1 DNA unwinding, red fluorescence kinetic read | Potency, µM (top dose mostly 57.3 µM), for the others: at the highest dose activity, negative = inhibition, actives largely listed as inhibitors | 0.54% of 240,000 active;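 note: plate controls were vehicle for no effect and no enzyme for full effect; nearly all actives have a fitted effect of over 30% in size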
Target sequence (P46063 whole entry, looked up): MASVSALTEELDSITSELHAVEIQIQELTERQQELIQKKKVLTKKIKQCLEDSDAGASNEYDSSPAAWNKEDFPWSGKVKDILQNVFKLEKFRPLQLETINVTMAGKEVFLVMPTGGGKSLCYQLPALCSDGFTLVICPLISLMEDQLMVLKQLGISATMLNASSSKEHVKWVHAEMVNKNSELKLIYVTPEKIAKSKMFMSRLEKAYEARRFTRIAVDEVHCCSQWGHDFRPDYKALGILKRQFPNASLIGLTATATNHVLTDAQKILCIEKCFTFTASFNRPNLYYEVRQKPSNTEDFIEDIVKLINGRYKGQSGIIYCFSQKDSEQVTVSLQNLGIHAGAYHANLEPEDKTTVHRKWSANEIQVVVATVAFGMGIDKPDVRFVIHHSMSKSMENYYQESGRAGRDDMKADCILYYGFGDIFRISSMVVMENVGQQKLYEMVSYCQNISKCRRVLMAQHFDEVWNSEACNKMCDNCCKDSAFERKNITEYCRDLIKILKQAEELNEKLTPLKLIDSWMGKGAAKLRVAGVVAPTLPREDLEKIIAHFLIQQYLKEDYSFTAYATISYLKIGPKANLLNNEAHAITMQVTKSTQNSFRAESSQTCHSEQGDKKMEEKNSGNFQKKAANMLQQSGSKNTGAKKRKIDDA
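50 nM RECQ1T1 preincubated 15 min with compound in Tris pH 8.0 buffer with MgCl2, DTT, Tween-20 and 2.5 ug/ml poly(dI-dC); started with 200 nM TAMRA/BHQ-2 forked duplex and 2 mM ATP. Unwinding read as fluorescence (525/598 nm), two reads 2 h apart.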
* marks the source's active call; other numbers are inactive results; i = inactive; u = inconclusive; x = not tested or not shown; [ ] = dose if it differs, or a comment. Unless noted, calls come from the whole dose curve; as a rule, active = well fitted curve in the direction sought with a large enough effect; inconclusive = small, poorly fitted or top-dose-only effect, or another doubt; inactive = no such curve, though single readings can be large; an effect the other way counts as inactive or inconclusive. Unless noted, % is set by controls: 0 for no effect and ±100 for the full control effect; potency is the fitted concentration of half-maximal effect. Not all compounds are listed. The share of hits here may be higher or lower than overall.

nr	molecule	RGS12 GoLoco inh	TexasRed fluor	L3MBTL1 inh	GAA glycogen	GAA inh	TRb SRC2 PPI	aGlu spleen mod	RECQ1 inh
1	COc1cc(/C=C/C(=O)NC(C)C)ccc1OCc1ccccc1	-2%	2%	1%	-2%	3%	-3%	6%	2%
2	O=C(CCN1CCN(c2ccccc2)CC1)Nc1cccc(Br)c1	-4%	0%	x	2%	-8%	2%	-6%	i
3	O=C(CCc1ccccc1)Nc1nnc(-c2ccc3c(c2)CCCC3)o1	7%	-2%	x	-12%	-8%	-4%	-2%	-2%
4	COc1cccc(Nc2nc(NCCO)c3ccccc3n2)c1	9%	-7%	x	0%	-10%	-1%	0%	7%
5	CCOn1c(=O)c(-c2ccc(OC)cc2)[n+]([O-])c2ccccc21	13%	-6%	4%	6%	-3%	-1%	7%	0%
6	CCN1C(C(=O)c2ccccc2)=C(Nc2ccccc2C)c2ccccc2S1(=O)=O	7%	-3%	u	-9%	0%	-7%	-12%	0%
7	COc1ccc(OCC(=O)Nc2ccccc2OC)cc1	4%	0%	-5%	-12%	-4%	-6%	8%	-4%
8	CCCCn1c(=O)c(CCC(=O)OCC(=O)Nc2cc(Cl)ccc2OC)nc2ccccc21	-3%	0%	17%	9%	-11%	-5%	3%	i
9	CC(=O)OCCN1C(=O)c2cccnc2C1=O	11%	-1%	-6%	-14%	-3%	-1%	-13%	-20%
10	CCOC(=O)N/N=C\c1ccc(C)s1	-3%	1%	41%[activator]	4%	0%	-6%	-8%	-6%
11	CC(C)C(NS(=O)(=O)c1ccc2c(c1)oc(=O)n2C)C(=O)N1CCN(C2CCCCC2)CC1 (stereo unspecified)	-1%	-2%	x	5%	-6%	-18%	-2%	i
12	COC(=O)NCN1C(=O)C2C3C=CC(C3)C2C1=O (stereo unspecified)	-1%	-1%	x	1%	3%	8%	-5%	-3%

Seven consecutive records already listed:
nr	molecule	RGS12 GoLoco inh	TexasRed fluor	L3MBTL1 inh	GAA glycogen	GAA inh	TRb SRC2 PPI	aGlu spleen mod	RECQ1 inh
1	COc1cc(/C=C/C(=O)NC(C)C)ccc1OCc1ccccc1	-2%	2%	1%	-2%	3%	-3%	6%	2%
2	O=C(CCN1CCN(c2ccccc2)CC1)Nc1cccc(Br)c1	-4%	0%	x	2%	-8%	2%	-6%	i
3	O=C(CCc1ccccc1)Nc1nnc(-c2ccc3c(c2)CCCC3)o1	7%	-2%	x	-12%	-8%	-4%	-2%	-2%
4	COc1cccc(Nc2nc(NCCO)c3ccccc3n2)c1	9%	-7%	x	0%	-10%	-1%	0%	7%
5	CCOn1c(=O)c(-c2ccc(OC)cc2)[n+]([O-])c2ccccc21	13%	-6%	4%	6%	-3%	-1%	7%	0%
6	CCN1C(C(=O)c2ccccc2)=C(Nc2ccccc2C)c2ccccc2S1(=O)=O	7%	-3%	u	-9%	0%	-7%	-12%	0%
7	COc1ccc(OCC(=O)Nc2ccccc2OC)cc1	4%	0%	-5%	-12%	-4%	-6%	8%	-4%

Going on with the list.
nr	molecule	RGS12 GoLoco inh	TexasRed fluor	L3MBTL1 inh	GAA glycogen	GAA inh	TRb SRC2 PPI	aGlu spleen mod	RECQ1 inh
13	CN1CCN(NC(=O)C23CC4CC(CC(C4)C2)C3)CC1	x	-2%	-1%	11%	4%	0%	-4%	-1%
14	CN(C(=O)c1ccc(=O)[nH]c1)C1(C(=O)NC2CCCCC2)CCCCC1	x	-6%	10%	-5%	-7%	6%	1%	0%
15	COc1cccc(NC(=S)N/N=C2/CCCCc3ccccc32)c1	-1%	2%	-30%	u	3%	-14%	-7%	-10%
16	CCCCn1c(-c2csc3c2CCC(C)C3)n[nH]c1=S (stereo unspecified)	-1%	0%	-6%	u	-10%	-4%	1%	i
17	CCOC(=O)C1CCCN(C(=O)CSc2nccn2C)C1 (stereo unspecified)	6%	-3%	10%	-1%	-1%	-12%	1%	i
18	O=C(CSc1nnc(-c2cccnc2)n1Cc1ccccc1)N1CCOCC1	6%	-2%	0%	5%	-5%	2%	-4%	-1%
19	CCC1(c2ccccc2)NC(=O)N(CC(=O)Nc2cccc(C#N)c2)C1=O (stereo unspecified)	-5%	-7%	x	-3%	1%	-2%	-13%	-1%
20	Cn1c(SCC(=O)Nc2cccc(O)c2)nnc1-c1ccc(S(=O)(=O)N2CCOCC2)cc1	-8%	1%	5%	-1%	-6%	6%	-3%	11%
21	O=C(NCC(=O)N(Cc1cccs1)C(C(=O)NC1CCCCC1)c1ccco1)c1ccco1 (stereo unspecified)	11%	-1%	0%[11.4 µM]	3%	-12%	6%	-8%	2%
22	CCc1ccc(NC(=O)COC(=O)c2ccc(Cl)c(S(=O)(=O)N3CCCCCC3)c2)cc1	-1%	-2%	6%	2%	-7%	-7%	8%	u
23	C=CCc1c(C)[nH]c2ccc(C)cc2c1=O	17%	0%	-2%[11.4 µM]	5%	4%	2%	-1%	-10%
24	CSc1ncccc1C(=O)Nc1nc2c(C)cccc2s1	1%	-1%	0%	-2%	4%	5%	4%	i

The listing continues.
No. | structure | RGS12 GoLoco inh | TexasRed fluor | L3MBTL1 inh | GAA glycogen | GAA inh | TRb SRC2 PPI | aGlu spleen mod | RECQ1 inh
25 | O=C(Nc1ncnc2sc3c(c12)CCCCC3)c1ccccc1 | 10% | 1% | x | 2% | 6% | -3% | 2% | i
26 | Cc1cccc(C(=O)Nc2ccccc2SCC(=O)Nc2ccc(C)c(Cl)c2)c1 | 6% | 5% | 5% | 6% | 3% | -3% | -2% | -6%
27 | CCOc1ccc(NC(=S)c2ccncc2)cc1 | -6% | -3%[53 µM] | -11% | -5% | 5% | -3%[53 µM] | -4% | -11%
28 | Cc1ccccc1/C(N)=N/OC(=O)c1ccc(F)cc1 | -5% | 5% | 13%[11.4 µM] | 14% | 8% | -1% | -2% | i
29 | C/C(=N\NC(=S)NCc1ccccc1)c1ccccc1F | 7% | 1% | x | -7% | 4% | -4% | -6% | i
30 | O=C(COc1ncnc2ccccc12)c1ccc(Cl)cc1 | 6% | -7% | 2% | 8% | 2% | -2% | 0% | -3%
31 | CN(C(=O)c1ccoc1)c1ccccc1I | x | -2% | x | x | x | 2% | -3% | 2%
32 | COc1ccc(CCNC(=O)C/C(C)=N/NC(=O)C2CCCCC2)cc1OC | -11% | -3% | 4% | -6% | 3% | 1% | 7% | 2%
33 | CS(=O)(=O)N(CC(=O)NCCSC1CCCCC1)c1ccc2c(c1)OCO2 | -3% | 4% | x | -15% | -4% | 0% | 5% | i
34 | Cc1ccc(S(=O)(=O)N2CCC(C(=O)N3CCC[C@H]3C(=O)NCc3ccccc3)CC2)cc1 | 0% | -3% | x | -13% | u | -4% | -17% | 6%
35 | O=C(NCN1C(=O)C2C3C=CC(C3)C2C1=O)OC1CCCCC1 (stereo unspecified) | 4% | -1% | 12% | -14% | 1% | -1% | -6% | 9%
36 | O=C(Nc1ccccc1)c1ncoc1-c1ccc(Cl)cc1 | -8% | -8% | 2% | -5% | 0% | -5% | 4% | -10%
37 | COc1ccccc1C1CC(=O)Oc2cc(C)cc(C)c21 (stereo unspecified) | -67%[88.7 µM] | 2% | -1% | x | x | 6% | -3%[119 µM] | -2%[81.1 µM]
38 | O=[N+]([O-])c1cccc2ncccc12 | 0% | 3% | -2% | 5% | x | 9% | 2% | 0%
39 | O=C(NCCOC(=O)c1ccc(Cl)cc1)c1cccnc1 | 6% | -5% | x | 1% | 2% | -4% | -4% | -2%
40 | CN(c1ccccc1)c1ccc(/C=N/NC(=O)CC#N)cc1 | 47%[activator] | -4% | 7% | -4% | 4% | 0% | -4% | 0%
41 | COc1ccc2c(c1)CCc1cc(C(=O)N3CCN(c4ccc(N5CCOCC5)nn4)CC3)sc1-2 | -6% | -4% | -16% | -4% | 7% | -5% | 5% | -17%
42 | Cc1ccc(-c2nc(-c3ccc(Cl)cc3)sc2CC(=O)O)c(C)c1 | -7% | 0% | x | -12% | -1% | -1% | 3% | -4%
43 | CCOc1ncccc1C(=O)N(C)CC(=O)Nc1ccc(C)cc1 | -4% | 4% | 2% | 13% | 0% | -3% | -14% | 0%
44 | O=C1c2cccnc2-c2ncccc21 | -7% | x | 11% | u | 2% | x | -11% | -22%
45 | CC(C(=O)Nc1ccc2c(c1)OCO2)c1ccc([N+](=O)[O-])cc1 (stereo unspecified) | -46% | -1% | -2% | 13% | u | -2% | 12% | 10%
46 | Cc1nc(S/C(=C/c2ccc(-c3cc(Cl)ccc3C)o2)C(=O)O)n[nH]1 | 2% | 1% | 3% | 5% | x | 3% | 0% | -4%
47 | Cc1cccc(NC(=O)Nc2ccc3c(c2)OCO3)n1 | 5% | -4% | -4% | 3% | 1% | 7% | -3% | -13%
